Bioassay records: PubChem, School of Medicine, Indiana University
FECH block – inhibitors of human ferrochelatase, primary screen, biochemical, purified FECH, Ni-mesoporphyrin absorbance. Ferrochelatase, mitochondrial (Homo sapiens), P22830. hit rate 3.3% among 20,000. AID 1671448, 2021. calls only at 10 µM (by protocol). Ni-mesoporphyrin absorbance 550 nm;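 active means enzyme reaction rate more than 3 SD below the solvent-only control wells on the same plate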;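 further: lower slope than DMSO wells means FECH inhibition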
Target sequence (P22830 whole entry, looked up): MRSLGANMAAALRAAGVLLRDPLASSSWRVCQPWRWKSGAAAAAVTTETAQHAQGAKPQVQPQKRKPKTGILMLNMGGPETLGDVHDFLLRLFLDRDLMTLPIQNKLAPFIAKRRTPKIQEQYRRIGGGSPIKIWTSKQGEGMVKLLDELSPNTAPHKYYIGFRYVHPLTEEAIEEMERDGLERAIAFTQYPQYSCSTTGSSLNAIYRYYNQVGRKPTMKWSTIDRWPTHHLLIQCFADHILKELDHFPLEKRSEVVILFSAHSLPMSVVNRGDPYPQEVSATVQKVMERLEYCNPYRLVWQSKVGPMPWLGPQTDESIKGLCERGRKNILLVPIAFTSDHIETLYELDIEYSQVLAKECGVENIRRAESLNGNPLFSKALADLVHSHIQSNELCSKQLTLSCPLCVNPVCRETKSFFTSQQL
Calls only; i = inactive; + = active, no number. An excerpt. The share of hits here may be higher or lower than overall.

SMILES | FECH block
Cc1ccc(N2CC(NC(=O)Cc3cccs3)CC2=O)cc1 (stereo unspecified) | i
Cn1c(CNS(=O)(=O)c2ccc(Cl)cc2)nc2cccnc21 | i
COc1ccc(OC)c(Nc2c(-c3ccc4c(c3)CCCC4)c(=O)c2=O)c1 | i
COc1cccc(-c2cc(N3CCN(S(=O)(=O)c4ccc(Br)cc4)CC3)ncn2)c1 | i
CCOC(=O)c1ccc(CN2Cc3ncccc3C2=O)o1 | i
O=C(CCCC(=O)N1CCC2(CC1)NCCNC2=O)c1ccccc1 | i
COc1cccc(Cl)c1-c1ccc(CN2CCCCC2)cn1 | i
COc1ccc(NC(=O)CN2CCN(Cc3ccc(F)cc3)S2(=O)=O)cc1 | i
NC(=O)c1cnc2n1CCN(C(=O)c1ccc3ncsc3c1)C2 | i
Cc1cc(N2CCCCC2)nc(N2CCN(S(=O)(=O)c3ccc(Cl)cc3)CC2)n1 | i
O=C(CN1CCCN(Cc2ccccc2)S1(=O)=O)Nc1ccccc1Cl | i
COc1ccc(CN2CCCN(CC(=O)Nc3cc(C)ccc3C)S2(=O)=O)cc1 | i
Cc1cccc(NCc2cc(=O)n3[nH]c(NCc4ccccc4Cl)nc3n2)c1C | i
COc1ccc(N2CC(NC(=O)C(=O)c3c(C)[nH]c4ccccc34)CC2=O)cc1 (stereo unspecified) | i
CCC(=O)Nc1ccccc1-c1nnc(SC(C)C(=O)Nc2cc(Cl)ccc2C)[nH]c1=O (stereo unspecified) | i
CN1CCNC(=O)C12CCN(C(=O)c1ccc(CN3CCCC3)o1)CC2 | i
COc1cc2c(=O)n(Cc3ccc(C(=O)NC(C)C)cc3)c(=O)n(CC(N)=O)c2cc1OC | i
COc1cc(-c2n[nH]c(Cc3ccccc3)n2)nc(OC)n1 | i
C=C(C)COc1ccc(C(=O)NC(CC)c2cnn(C)c2)cc1 (stereo unspecified) | i
Cn1ncc(C2CC(=O)Nc3cc(O)ccc32)c1C1CC1 (stereo unspecified) | i
CN(CC(=O)c1ccc(O)cc1)Cc1ccc(CO)o1 | i
Cn1c(CCc2ccccc2NC(=O)C2CCCN(S(=O)(=O)N3CCCC3)C2)nc2ccccc21 (stereo unspecified) | i
O=C1CCCCCN1CC(=O)N1CCn2cncc2C1 | i
O=C1CC2(CCN(CCc3ccccc3)CC2)CN1 | +
CCOC(=O)CC1COCCN1CC(=O)Nc1cc(C)ccc1F (stereo unspecified) | i
(listing goes on)
SMILES | FECH block
CCCCN(CC)c1ncc(NS(=O)(=O)c2ccc(Br)cc2)cc1C(=O)O | i
Cc1nn(C)cc1-c1c(-c2ccccc2)ncn1CCNC(=O)c1ccncc1 | i
COc1ccc(OC)c(C2CCN(Cc3nnc(-c4ccc(C)n4C)o3)C2)c1 (stereo unspecified) | i
Cc1nn(CC(=O)N2C[C@H](N(C)C)C[C@H]2CO)c(=O)c2ccccc12 | i
Cc1cc(N2CCOCC2)nc(N2CCN(S(=O)(=O)c3ccccc3)CC2)n1 | i
Cc1ccc(CN(C)C(=O)c2c(C)nc3sccn23)o1 | i
COc1ccccc1NC(=O)C1CCN(c2ccc(-c3cccc(C)c3)nn2)CC1 | i
Cc1ccc(NC(=O)CN2CCCN(Cc3ccccc3)S2(=O)=O)c(Cl)c1 | i
COc1ccc(Nc2cc(C)nc(Nc3ccc(NC(=O)c4cccc(OC)c4)cc3)n2)cc1 | i
Cc1cc(C2CCC2)nc(N2CCC3(CCNC(=O)CC3)CC2)n1 | i
COc1ccccc1NC(=O)Nc1nc(CC(=O)Nc2ccccc2)cs1 | i
CCCn1nnc2cc(C(=O)NCCC(=O)Nc3ccc(S(N)(=O)=O)cc3)ccc21 | i
Cc1nc(CC(=O)Nc2ccc(S(N)(=O)=O)cc2)cs1 | i
CCC(=O)Nc1ccccc1-c1nnc(SC(CC)C(=O)Nc2ccc3c(c2)OCCO3)[nH]c1=O (stereo unspecified) | i
Cc1cc(NC(=O)C(C)C)n(-c2ncnc3c2cnn3-c2cccc(Cl)c2)n1 | i
O=C(Nc1ccc(Cl)c(N2CCCS2(=O)=O)c1)c1ccc(F)c(F)c1 | i
Cc1cc(=O)[nH]c(NCCNC(=O)CCN2CCCCO2)n1 | i
Cc1cccc(NC(=O)N2CCC(n3cnc4cccnc43)CC2)c1C | i
Cc1ccc(CNC(=O)C2(C)Cn3nc(C(=O)NCCN4CCCC4)cc3C(=O)N2C)cc1 (stereo unspecified) | i
COc1ccccc1-c1cccc(C(=O)N2CC[C@H]3CC[C@@H](C2)N3)c1 | i
CCc1nc(C)c(C(=O)NC(C)c2n[nH]c(C)n2)o1 (stereo unspecified) | i
CCOC(=O)Cn1c(=O)n(-c2ccc(F)cc2)c2nc(-c3cc(F)ccc3F)nc(C(N)=O)c21 | i
CCCn1c(CNS(=O)(=O)c2ccc(C)cc2)nc2cccnc21 | i
Cc1ccc(-c2nc(CNC(=O)c3cnccn3)[nH]c2-c2ccccn2)cc1 | i
Cc1cccc(CC(=O)N2CCC(O)(C3CCN4Cc5ccccc5N=C34)CC2)c1 (stereo unspecified) | i
(next part)
SMILES | FECH block
Cc1cnc(C(=O)N2CCn3nc(C(=O)NC4CC4)cc3C2)[nH]1 | i
Cc1cccc(C)c1NS(=O)(=O)c1cc(C(=O)N2CCCC2)cs1 | i
O=C(NC1CCCCCC1)c1nc(N2CCCC2)c2oc3ccccc3c2n1 | i
Cc1nc2c(c(N3CCN(Cc4nccn4C)CC3)n1)CCNCC2 | i
Cc1ccccc1Nc1nc(N2CCOCC2)nc2c1cnn2-c1ccccc1 | i
CC(C)c1nccn1CC(c1ccc(F)cc1)N1CCCC1 (stereo unspecified) | i
O=C(NC1CCCCC1)c1nc[nH]c1C(=O)NC1CCC(O)CC1 (stereo unspecified) | i
CN(Cc1ccc(-c2nc(-c3cccnc3)cc(=O)[nH]2)cc1)Cc1ccsc1 | i
CCCN1C(=O)c2c(NC(C)=O)c3ccccc3n2CC1(C)C(=O)NC1CCCC1 (stereo unspecified) | i
O=c1cc(CN2CCCC2)nc2nc(NCc3ccc(F)cc3)[nH]n12 | i
Cc1ccc(O)c(CN2CCN(C(=O)c3ccccc3)CC2)n1 | i
O=C1CCCN1C1CCN(c2ncccc2C(F)(F)F)CC1 | i
CCc1ncc(C(=O)NC2CC(=O)Nc3ccccc32)cn1 (stereo unspecified) | i
Cc1ccc(CN2CCN(c3nccc(N4CCC(O)C4)n3)CC2=O)cc1 (stereo unspecified) | i
Cc1cnccc1CN(C)C(=O)[C@H](N)CC(C)C | i
Cc1nn(C)c(C)c1CCCN(C)c1ncc(NS(=O)(=O)c2cccc(F)c2)cc1C(=O)O | i
COc1c[nH]c(C(=O)N2CCCC(c3[nH]ncc3-c3ccccc3)C2)cc1=O (stereo unspecified) | i
FC(F)(F)c1ccccc1-n1nc(C2CC2)nc1-c1csnn1 | i
CCC(CC)C(=O)Nc1ccc(Nc2nc(C)cc(N3CCCC3)n2)cc1 | i
Cc1ccc(CNC(=O)C2(C)Cn3nc(C(=O)NC(C)C)cc3C(=O)N2C)cc1 (stereo unspecified) | i
COc1ccc(NC(=O)N2CCN(c3cc(-c4ccccc4C)ncn3)CC2)cc1 | i
Cc1ccc(Cn2cnc(-c3ccccc3)c2-c2nccn2C)c(F)c1F | i
CCCc1cc(Sc2ccc(NC(=O)Nc3ccc(F)c(Cl)c3)cc2)n2ncnc2n1 | i
Cn1nnc2cc(C(=O)N3[C@@H]4CC[C@H]3CNC(=O)C4)ccc21 | i
CCOCc1nccc(-c2cc(C(=O)O)ccn2)n1 | +
Later entries:
SMILES | FECH block
Cc1cc(N2CCCC2)nc(N2CCN(S(=O)(=O)c3ccc(-c4ccccc4)cc3)CC2)n1 | i
O=C(C1CCOC1)N1CCOc2c(O)cc(-c3cccnc3)cc2C1 (stereo unspecified) | i
CC(C)CNc1nc(Nc2cccc(Cl)c2)c2cnn(-c3ccccc3)c2n1 | i
CCOC(=O)C1CCN(c2ncc(NS(=O)(=O)c3ccc(OC)cc3)cc2C(=O)O)CC1 | i
CC(C)(C)c1ccc(-n2c(C3CC3)n[nH]c2=O)cc1 | i
COc1cccc2c1OCC(CN1CCC(O)(c3ccc(C)cn3)CC1)=C2 | i
CCCCCCNc1cc(C)nc2nc(-c3cccnc3)nn12 | i
CCN(C(=O)c1coc(COc2ccc(OC)cc2)n1)[C@H]1COC[C@@H]1O | i
CC(C)c1ccc(S(=O)(=O)NCc2nc3cccnc3n2Cc2ccccc2)cc1 | i
COc1ccc(Cl)cc1CN(C)Cc1ncccc1C(=O)O | i
O=C(CN1C(=O)C2CCCCN2C(=O)c2ccccc21)N1CCCCCC1 (stereo unspecified) | i
CC(c1cccnc1)N(C)C(=O)c1ccc(C#CC(C)(C)O)cc1 (stereo unspecified) | i
CCOCCCNC(=O)C1CCN(c2ccc(-c3ccc(C)cc3)nn2)CC1 | i
CC(Oc1ccc2c(c1)OCO2)C(=O)NCc1cccnc1-n1ccnc1 (stereo unspecified) | i
O=C(CN1CCCN(Cc2ccccc2)S1(=O)=O)NCc1ccc(Cl)cc1 | i
NS(=O)(=O)c1ccc(CCNC(=O)C2CCCN(c3nc4ccccc4[nH]3)C2)cc1 (stereo unspecified) | i
COCC1(C(=O)NCCn2ccnc2)CCC1 | i
CN1CCN(c2ncccc2CNC(=O)CNc2ccc(Cl)cc2)CC1 | i
Cc1ccc(-n2c(=O)n(Cc3ccccc3)c3c(C(N)=O)nc(-c4ccccc4Cl)nc32)cc1C | i
CCc1cnc(C)nc1N1CCC(N2CCCC2=O)CC1 | i
COC(=O)c1ccc(OC)c(CN2CCN(Cc3ccc(C)cc3)S2(=O)=O)c1 | i
Cc1cc(C)cc(Nc2nc(N3CCN(c4ccccc4)CC3)nc3c2cnn3-c2ccccc2)c1 | i
CCCN(CC#Cc1ccccc1)C(=O)c1ccc2c(c1)nnn2C | i
Cc1ccc(Nc2cc(C)nc(Nc3ccc(NC(=O)CC(C)C)cc3)n2)cc1 | i
CCOc1ccccc1NC(=O)Cn1c(=O)n(CC2CCC(C(=O)NC)CC2)c(=O)c2sccc21 (stereo unspecified) | i
Later entries.
SMILES | FECH block
COc1cc(CN2CCC(=O)NCC2C)cc2c1OCO2 (stereo unspecified) | i
CCN(CC1=CCN(Cc2cnc[nH]2)CC1)C(=O)c1ccco1 | i
NC(=O)c1cc(-n2ccc(-c3cnccn3)n2)cs1 | i
CCn1c(C(=O)N2CCC(C(=O)NCCc3ccc(S(N)(=O)=O)cc3)CC2)cc2sccc21 | i
CNCC(=O)NCCc1nc2sc(C)c(C)c2c(=O)[nH]1 | i
CC(C)N(Cc1ncc[nH]1)CC1CCC(=O)N1 (stereo unspecified) | i
CC(C)c1ccc(S(=O)(=O)NCc2nc3cccnc3n2C)cc1 | i
CN1CC(=O)N(CC(=O)NCc2ccc(F)cc2)c2ccccc2C1=O | i
CN1C[C@@H]2CC[C@H](CC1=O)N2C(=O)C1(c2ccc(Cl)cc2)CCC1 | i
O=S(=O)(c1ccc2c(c1)CCCC2)N1CCC(n2c(Cc3ccccc3)nc3cccnc32)CC1 | i
CCCN1CCN(C(=O)C2CCCN(c3ncnc4c3nc3n4CCCCC3)C2)CC1 (stereo unspecified) | i
COc1ccc(NC(=O)CN2C(=O)C3CCCCN3c3ccc(C(=O)N4CCCC4)cc32)cc1 (stereo unspecified) | i
COc1cccc(-c2cc(N3CCN(C(=O)NCCC(C)C)CC3)ncn2)c1 | i
CCC(=O)Nc1cccc(C(=O)N(C)C(C)Cc2ccccc2OC)c1 (stereo unspecified) | i
CSc1ccccc1C(=O)Nc1cc(C)nn1-c1ncnc2c1cnn2-c1ccc(Cl)cc1 | i
Cc1oc(-c2ccccc2)nc1CSc1nc(-c2cccnc2)cc(=O)[nH]1 | i
CC(C)Cn1cncc1CN1CC(C(=O)O)CC1=O (stereo unspecified) | i
Cc1ccc2oc(=O)n(CCC(=O)N3CCN4CCNC(=O)C4C3)c2c1 (stereo unspecified) | i
CCCc1cc(=O)n2[nH]c(CNc3ccccc3CC)nc2n1 | +
Cc1cccc(Cn2c(CNS(=O)(=O)c3cccc(Cl)c3)nc3cccnc32)c1 | i
COc1ccc(CNC(=O)CN2C(=O)CC(c3ccc(Br)s3)=Nc3ccccc32)cc1 | i
CCOc1ccc(NC(=O)CN2CCN(Cc3ccc(F)cc3Cl)S2(=O)=O)cc1 | i
Cc1ccc(N2C(=O)CCS2(=O)=O)cc1S(=O)(=O)N(Cc1ccccc1)C(C)C | i
CNC(=O)c1ccc(Cn2c(=O)c3cc(OC)c(OC)cc3n(CC(=O)NCC3CCCO3)c2=O)cc1 (stereo unspecified) | +
Cc1ccc(Cl)c(CN2CCN(C)C(C(=O)O)C2)c1F (stereo unspecified) | i
CC1CCN(C(=O)c2nc3ccccc3n(C)c2=O)CC1 | i
